Source: PubChem BioAssay (several laboratories)
CTSL1 counter: counter-screen for PFM18AAP inhibitors: inhibitors of F. hepatica cathepsin L1; 300,000 tested, 0.49% active; AID 1906; inhibition, % at 5.96 µM; recombinant F. hepatica cathepsin L1, Z-Leu-Arg-MCA fluorescence;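 active = inhibition above the mean of all tested compounds plus 3 SD, set per screening campaign, cut at about 17% in these data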;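 also: 0% = plate median of test compound wells and 100% = 1 µM Z-Phe-Ala-diazomethylketone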
JMJD2C inh: inhibitors of human GASC-1 (JMJD2C) demethylase. GST-JMJD2C(1-420) H3K9me3 demethylation, DELFIA europium. Q9H3R0. 330,000 tested, 0.069% active. inhibition, % at 2.35 µM. AID 2099;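 active = more than half of a compound's replicate wells show inhibition beyond 50%, single wells judged on their own value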;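 also: signal counts dimethyl H3K9 product captured on neutravidin plate; 0% = median of DMSO wells and 100% = 0.3 times that DMSO median; strong numbers were not always called active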
LYPLA2 inh: counter-screen for PME1 inhibitors: inhibitors of human LYPLA2; 320,000 tested, 0.38% active; O95372; AID 2177; recombinant LYPLA2, FP-Rh probe fluorescence polarization; inhibition, % at 5.9 µM;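 active = inhibition above the screen-wide mean plus 3 SD, limit set per campaign, cut at about 26% in these data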;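 also: 0% = LYPLA2 with DMSO and 100% = wells lacking LYPLA2 enzyme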
Target sequence (O95372 whole entry, looked up): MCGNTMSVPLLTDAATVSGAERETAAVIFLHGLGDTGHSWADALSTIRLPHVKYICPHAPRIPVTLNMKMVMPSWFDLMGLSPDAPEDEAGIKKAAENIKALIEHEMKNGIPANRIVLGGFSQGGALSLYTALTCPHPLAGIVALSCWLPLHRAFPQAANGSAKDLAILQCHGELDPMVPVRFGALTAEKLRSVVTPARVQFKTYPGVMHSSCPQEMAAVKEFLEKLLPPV
HCV core dimer: HCV core protein dimerization inhibition; TR-FRET GST/Flag-core106 dimerization, 1536-well; inhibition, % at 5 µM; 300,000 tested, 0.33% active;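 active = inhibition above the mean of all tested compounds plus 3 SD, set per screening campaign, cut at about 45% in these data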
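assay system = GST-tagged and Flag-tagged HCV core protein residues 1-106 | controls = unlabelled core106 and no-GST-core106 wells | incubation = compound-protein-antibody incubation 4 h at 22.5 °C | probe or stimulus = Eu donor and XL665 acceptor anti-tag antibodies | read-out = % inhibition based on acceptor/donor emission ratio | signal = TR-FRET 671 and 617 nm emission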
PP1 inh: PP1-alpha (human) inhibition in PP5 counter-screen | inhibition, % at 6.7 µM | 320,000 tested, 0.9% active | purified PP1alpha, OMFP fluorescence | AID 2235 | P62136;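 active = inhibition above the mean inhibition of all tested compounds plus 3 SD, computed separately for each screening campaign, cut at about 15% in these data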
PREPL inh: inhibitors of human prolyl oligopeptidase-like enzyme PREPL; recombinant PREPL, fluorescence polarization activity-based probe; inhibition, % at 5.96 µM; 320,000 tested, 0.68% active; AID 2751; in the data active = inhibition above about 43%;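 also: 0% = enzyme with DMSO and 100% = wells lacking enzyme; many of its hits are not listed in these tables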
Target sequence (Q4J6C6 whole entry, looked up): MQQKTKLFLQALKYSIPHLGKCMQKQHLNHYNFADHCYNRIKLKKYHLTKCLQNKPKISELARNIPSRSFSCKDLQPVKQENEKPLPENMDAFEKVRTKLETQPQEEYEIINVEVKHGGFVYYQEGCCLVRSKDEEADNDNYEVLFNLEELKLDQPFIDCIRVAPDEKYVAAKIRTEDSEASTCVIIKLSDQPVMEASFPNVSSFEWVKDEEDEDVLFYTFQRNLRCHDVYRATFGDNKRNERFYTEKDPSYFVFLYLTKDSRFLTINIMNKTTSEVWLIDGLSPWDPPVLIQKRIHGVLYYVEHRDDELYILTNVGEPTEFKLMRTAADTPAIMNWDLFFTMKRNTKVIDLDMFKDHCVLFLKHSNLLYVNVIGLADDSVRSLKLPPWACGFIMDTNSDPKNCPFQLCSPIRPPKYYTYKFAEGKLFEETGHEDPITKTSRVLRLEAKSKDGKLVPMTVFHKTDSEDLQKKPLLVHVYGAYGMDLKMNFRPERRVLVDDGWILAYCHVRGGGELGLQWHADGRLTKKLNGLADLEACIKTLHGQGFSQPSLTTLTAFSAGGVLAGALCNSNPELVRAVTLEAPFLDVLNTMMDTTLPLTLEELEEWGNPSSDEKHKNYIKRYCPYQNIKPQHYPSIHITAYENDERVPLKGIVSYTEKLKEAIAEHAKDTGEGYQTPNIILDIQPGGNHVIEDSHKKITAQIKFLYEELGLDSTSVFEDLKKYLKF
TPT1 inh: C. albicans TPT1 enzyme inhibition | AID 1962 | recombinant caTPT1, FP RNA substrate dephosphorylation | 300,000 tested, 0.81% active | inhibition, % at 5 µM;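 active = inhibition above the mean of all tested compounds plus 3 SD, set per screening campaign, cut at about 24% in these data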;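 also: plate controls were DMSO alone for no effect and ferristatin control at 100 nM for full effect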
PP5 primary: blocks human protein phosphatase 5 activity; inhibition, % at 6.7 µM; purified PP5c, OMFP substrate fluorescence; P53041; 320,000 tested, 0.18% active;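 active = inhibition above the campaign's mean inhibition across all tested compounds plus 3 SD, cut at about 9.5% in these data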;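 also: 0% = DMSO only and 100% = 100 µM cantharidin control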
Efflux pump mplx: inhibitors of Candida antifungal efflux pumps expressed in yeast. AID 485275. S. cerevisiae Candida pump triplex, Nile Red efflux. inhibition, % at 10 µM. 330,000 tested, 0.44% active;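 active = plate passing quality check with inhibition over a set limit, or well fluorescence over plate mean plus 4 SD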;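 also: Nile Red retained in pooled yeast measured as flow cytometry median fluorescence; 0% = buffer negative control and 100% = Enniatin B positive control; higher means more Nile Red kept so more efflux inhibition; some compounds called inactive have numbers as strong as hits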
* marks the source's active call; other numbers are inactive results; nt = not tested or not shown; & = joins results of further samples. Not all compounds are listed; rates above refer to the full screens.

smiles,CTSL1 counter,JMJD2C inh,LYPLA2 inh,HCV core dimer,PP1 inh,PREPL inh,TPT1 inh,PP5 primary,Efflux pump mplx
C#CCOCCOCCOCCNc1nc(N2CCN(C(=O)CCCCCCCCCCNC(=O)[C@H](CCCCN)n3cc(CCCC(=O)O)nn3)CC2)nc(N2CCN(C(=O)CCCCCCCCCCNC(=O)[C@H](CCCCN)n3cc(CCCC(=O)O)nn3)CC2)n1,4.7,-5.5,-1.5,2.8,0.9,12.3,0.6,-1.6,0.3
N/C(=N\OC(=O)Cc1cccs1)c1cccc([N+](=O)[O-])c1,-41.5,11.3,0.0,5.5,2.5,2.7,3.2,4.1,0.9
COc1cc(C2=NC(CO)(CO)CO2)cc(OC)c1OC,2.5,-4.9,5.7,0.7,-3.4,4.0,3.7,1.2,0.2
O=C(Cn1c(C(F)(F)F)nc2ccccc21)c1ccc(Br)cc1,-0.7,0.4,23.4,2.5,3.2,-7.9,-0.3,2.3,-0.1
O=C1CCCN1C(=O)CSc1nnnn1-c1ccccc1,nt,3.6,3.4,nt,0.3,5.7,nt,0.2,0.0
CC(=O)NCC(=O)OCC(=O)Nc1nc(-c2ccccc2)cs1,-18.9,0.9,-1.3,-2.0,-0.8,-1.0,-6.3,0.1,-0.2
O=C(Cn1nc(CNc2ccc(Cl)cc2)[n+]2c1CCCCC2)c1ccc(Cl)cc1,-2.7,-6.5,5.3,-11.7,8.4,34.5,2.8,3.3,0.3
O=C(CN1C(=O)NC2(CCCCC2)C1=O)N1CCOCC1,nt,-3.3,6.0,nt,0.6,16.4,nt,3.5,-0.4
Cc1cc(NC(=O)NN2CCOCC2)nn1-c1c(Cl)cccc1Cl,0.1,-5.7,0.0,-1.2,0.1,16.0,0.8,2.9,0.0
COc1ccc(CCC(=O)NCCOc2ccc(C)cc2)cc1,1.7,-7.0,0.1,-3.1,-3.0,-13.5,0.5,3.0,0.4
Cc1c(C(=O)O)sc(S(=O)(=O)N2CCN(C(=O)Cc3ccccc3Cl)CC2)c1C(=O)O,nt,1.3,-2.5,nt,1.5,8.6,nt,1.4,-0.1
O=C1c2ccccc2C(=O)N1CCSc1nc2ccccc2c(=O)n1CCCN1CCOCC1,2.1,9.7,5.6,4.0,-10.4,3.0,-5.5,-1.8,0.0

smiles,CTSL1 counter,JMJD2C inh,LYPLA2 inh,HCV core dimer,PP1 inh,PREPL inh,TPT1 inh,PP5 primary,Efflux pump mplx
Cc1csc(NC(=O)c2ccc(C(=O)Nc3nc(C)cs3)cc2)n1,3.8,-8.9,-4.1,4.5,2.2,18.3,-3.6,-10.1,0.1
O=C(NCc1cccs1)[C@@H]1CSC2c3ccccc3C(=O)N21 (stereo not given in full),-2.5,28.3,1.4,13.6,1.3,-7.8,1.5,0.8,-0.2
CC(=O)Nc1ccc(S(=O)(=O)NCc2csc(C)n2)cc1,0.8,-0.6,-1.7,-1.2,1.5,4.7,1.1,1.0,0.0
O=C(Cn1nnc(-c2ccccc2F)n1)NCCc1ccccc1,-0.7,-4.4,-3.5,-1.5,-0.1,-7.2,-0.8,0.1,-0.1
Cc1cc(C(=O)NNC(=O)C2CCCC2)c(C)o1,0.8,3.6,-6.0,3.2,-2.6,-2.6,-2.3,-1.3,0.0
Cc1ccc(S(=O)(=O)Nc2nc3ccc(S(=O)(=O)N4CCCC4)cc3s2)cc1,0.1,2.5,-5.0,8.3,4.7,-0.5,2.6,3.2,-0.1
O=[N+]([O-])c1ccccc1S(=O)(=O)Nc1ccn(Cc2c(F)cccc2Cl)n1,1.5,-4.9,7.7,4.3,-0.7,3.1,2.7,-0.5,0.1
OCc1cn(-c2ccccc2)nn1,0.8,1.0,2.3,-1.4,-2.5,-0.1,1.6,1.9,-0.1
O=C1C(Cl)=C(NCC2CCCO2)C(=O)N1CCc1ccccc1 (stereo not given),-2.1,-4.0,6.5,-2.5,-2.0,8.0,0.1,2.4,0.1
COCCCn1c(SCc2nnc(-c3ccc(OC)c(OC)c3)o2)nc2ccccc2c1=O,3.0,2.9,6.6,3.5,-2.3,3.9,1.2,0.0,0.1
Cc1cccc(N(C)C(=O)CN2C(=O)COc3ccc(S(=O)(=O)N4CCCCCC4)cc32)c1,2.7,25.3,3.2,11.9,-0.2,7.3,0.5,5.3,0.2
CCN(CC)S(=O)(=O)c1ccc(NC(=O)CN(c2ccc(OC)cc2OC)S(C)(=O)=O)cc1,-5.5,-28.5&-4.3,-6.0,4.4,2.7,-6.5,-1.8,2.2,0.2

smiles,CTSL1 counter,JMJD2C inh,LYPLA2 inh,HCV core dimer,PP1 inh,PREPL inh,TPT1 inh,PP5 primary,Efflux pump mplx
COc1ccccc1N1C(=O)CC(c2ccccc2)CC1=O,nt,0.5,0.9,nt,-2.0,13.0,nt,0.3,-0.2
O=C(Cn1ccccc1=O)Nc1ccc(Cl)c(S(=O)(=O)N2CCCCC2)c1,nt,-6.2,6.6,nt,-2.7,4.3,nt,2.3,-0.1
S=C(NCc1cccnc1)Nc1cccc(Cl)c1,4.2,6.2,8.7,-4.7,-0.9,9.5,-1.1,2.4,-0.1
Cc1ccc(C(C)C)c(OCCCN(C)Cc2ccccc2)c1,0.1,5.3,4.1,-3.6,0.8,-12.6,-3.3,0.8,-0.3
COc1ccc(C(=O)C2CCN(C(=O)c3ccc(F)cc3)CC2)cc1,-0.9,-1.6,4.2,-3.7,-3.5,-5.6,1.2,1.0,0.1
CC(C)(C)S(=O)(=O)/C(C#N)=N/Nc1ccc(Cl)cc1,3.8,-1.0,-8.6,-4.1,1.6,11.1,-2.1,2.6,-0.2
COc1ccc(S(=O)(=O)N2CCCC2)cc1Br,3.0,5.3,4.0,-8.5,2.7,2.6,-1.3,0.0,0.0
O=C(O)c1ccccc1OCCN1CCCC1=O,-1.7,7.4,3.9,-4.4,1.4,-8.8,0.0,1.4,0.1
Cc1cc(CNCc2c(C(=O)N(C)Cc3ccccc3)nc3ccccn23)nn1C,-4.3,6.9,0.0,2.7,1.6,1.7,-1.6,1.1,0.0
C/C(=N/Nc1nc(C)cc(C)n1)c1ccc(Br)cc1,-3.2,-12.7,-4.9,1.5,-1.0,10.0,-1.7,-1.9,0.4
CCCCn1c(N)c(N(CCOC)C(=O)CN2C(=O)c3ccccc3C2=O)c(=O)[nH]c1=O,0.5,-14.3,2.4,-2.0,2.1,2.6,-1.2,0.3,0.1
CCCSc1nc2c(c(=O)n(C)c(=O)n2C)n1Cc1ccc(C)cc1,2.0,-1.8,5.6,8.3,-2.6,-5.3,-0.6,-0.1,0.1

smiles,CTSL1 counter,JMJD2C inh,LYPLA2 inh,HCV core dimer,PP1 inh,PREPL inh,TPT1 inh,PP5 primary,Efflux pump mplx
N#CC1=C(N)Oc2cc3ccccc3cc2C1c1cccs1 (stereo not given),-2.7,37.4,-0.6,1.5,-0.1,-14.4,1.4,3.8,0.1
COc1ccc(NC(=O)CN(c2ccc(C(C)C)cc2)S(=O)(=O)c2c(C)noc2C)cc1OC,0.2,-6.8,-4.1,3.0,-4.7,-1.8,-0.7,4.1,0.3
Cc1ccc(N2CC(O)=C(c3nc4ccccc4c(=O)[nH]3)C2=N)cc1C,4.2,-2.6,9.6,9.8,-1.3,-10.2,1.0,-0.5,0.0
COc1ccc(-c2nc3ccccc3c(=O)n2CCOc2ccccc2C)cc1,4.1,-8.0,6.7,5.0,-3.5,-2.1,0.5,2.3,0.8*
N#Cc1c(-c2ccc(Cl)cc2)ccn2nc(CCC(=O)O)nc12,-0.4,-0.9,-0.2,1.9,-1.2,-0.8,1.2,1.9,0.1
CCOc1ccc(N(CC(=O)O)S(=O)(=O)c2ccc(OC)c(OC)c2)cc1,-3.0,5.8,0.5,2.6,-2.8,18.3,7.8,1.4,0.3
Cc1c(NC(=O)C(C)OC(=O)c2cc(-c3cccc4ccccc34)nc3ccccc23)c(=O)n(-c2ccccc2)n1C (stereo not given),-6.6,-5.9,12.8,3.4,-0.2,31.8,-13.9,0.3,-0.1
COc1cc(C(=O)Nc2ccc(OCC(=O)O)cc2)cc(OC)c1OC,-3.1,-1.8,9.7,-4.8,0.8,17.2,2.0,3.9,2.0
COc1ccc(C(=O)c2sc(Nc3ccc(NC(C)=O)cc3)nc2C)cc1,-1.0,2.1,3.6,3.9,1.8,3.2,1.2,2.7,0.2
O=C1CN(c2nc3ccccc3n3cnnc23)CC(=O)N1CCc1ccccc1,-0.3,-2.8,5.8,-11.1,1.8,-4.6,-0.1,-1.0,0.1
CC1CCN(S(=O)(=O)c2ccc(C(=O)OC(C)C(=O)N(C)C3CCCCC3)cc2)CC1 (stereo not given),-1.5,-5.6,-1.8,-2.0,10.0,8.0,1.2,1.3,0.1
Cc1cccc(N/C=C/C(=O)c2ccc(Cl)cc2)c1,-5.3,5.2,-1.1,5.4,-2.8,-1.9,-2.0,1.4,0.0

smiles,CTSL1 counter,JMJD2C inh,LYPLA2 inh,HCV core dimer,PP1 inh,PREPL inh,TPT1 inh,PP5 primary,Efflux pump mplx
COc1cccc(C(=O)Nc2ccccc2C(=O)NCC2CCCO2)c1 (stereo not given),0.4,-5.5,1.0,-1.5,-1.6,-5.5,3.0,3.3,0.1
Cc1ccc(CONC(=O)c2cccc([N+](=O)[O-])c2)cc1,nt,44.2,5.1,nt,4.0,8.7,nt,1.6,-0.3
Cc1cc2nc3c(=O)n(CCc4ccccc4)c(=O)[nH]c3nc2cc1N,2.8,-6.2,1.9,-3.1,-4.4,35.3,-35.3,-6.3,0.0
O=C(CC(C(=O)O)N1CCOCC1)Nc1ccc(Cl)cc1 (stereo not given),-1.1,-3.4,1.8,-1.4,-2.4,2.7,-1.3,3.7,0.1
Cc1ccccc1CN1C(=O)c2ccccc2Sc2ccc(C(=O)NCCN3CCOCC3)cc21,1.4,5.6,1.6,-6.6,1.9,10.5,0.2,2.4,-0.1
COc1ccc(-c2cc3ccccc3[nH]2)cc1,-3.5,-2.1,1.3,-2.5,-5.6,1.3,-1.8,-0.3,-0.1
CCCN(CCC)C(=O)Cn1c(=O)c2sccc2n2c(=S)sc(-c3ccccc3)c12,-2.5,-2.3,5.4,-0.7,3.4,13.5,1.1,-1.4,0.0
O=C(NCc1ccccn1)c1ccc(CS(=O)(=O)Cc2ccc(Cl)cc2)o1,-2.8,24.1,2.8,0.4,1.6,1.3,-6.9,2.4,-0.3
O=C(NC(=S)NCCC1=CCCCC1)c1ccc(Br)o1,-2.1,-9.5,-10.5,3.7,-9.4,-7.7,1.4,-0.3,0.2
O=C(Oc1ccc(N(Cc2cccs2)C2=NS(=O)(=O)c3ccccc32)cc1)c1ccco1,-26.6,3.0&-22.4,-4.3,12.1,-2.5,42.0,0.8,-0.5,0.0
COc1cccc(-c2cc(C(=O)Nc3ccncc3)c3ccccc3n2)c1,0.9,-16.7,-16.2,2.4,6.8,-3.2,0.5,1.1,-0.1
CCOC(=O)C1(CCCc2ccccc2)CCN(Cc2cn(CC)nc2C)CC1,0.4,-13.1,-6.3,-5.0,-1.8,-0.5,0.3,-0.4,-0.2
O=C(OCC1CC(c2ccccn2)=NO1)c1ccc(Br)cc1 (stereo not given),3.7,2.9,4.4,2.4,1.0,2.6,-0.5,1.8,0.0
COc1cc(NC(=O)CSCC(=O)N(C)C2CCCCC2)cc(OC)c1,nt,-0.8,5.5,nt,-2.5,12.2,nt,1.1,0.1
CC1(C)CC(=O)C=C(NCCN2CCN(C(=O)Nc3ccc(Cl)cc3)CC2)C1,2.8,8.4,19.6,-3.0,-2.1,9.6,-2.3,-3.0,-0.1
